NPY Y2 blocker = NPY-Y2 (human) receptor antagonism | P49146 | NPY-Y2 expressing cells, antagonist mode | inhibition, % at 2.7 µM | hit rate 0.99% among 140,000 | AID 793; in the data active = inhibition above about 17%;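 note: 0% = vehicle with agonist challenge and 100% = reference antagonist with challenge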
Target sequence (P49146 whole entry, looked up): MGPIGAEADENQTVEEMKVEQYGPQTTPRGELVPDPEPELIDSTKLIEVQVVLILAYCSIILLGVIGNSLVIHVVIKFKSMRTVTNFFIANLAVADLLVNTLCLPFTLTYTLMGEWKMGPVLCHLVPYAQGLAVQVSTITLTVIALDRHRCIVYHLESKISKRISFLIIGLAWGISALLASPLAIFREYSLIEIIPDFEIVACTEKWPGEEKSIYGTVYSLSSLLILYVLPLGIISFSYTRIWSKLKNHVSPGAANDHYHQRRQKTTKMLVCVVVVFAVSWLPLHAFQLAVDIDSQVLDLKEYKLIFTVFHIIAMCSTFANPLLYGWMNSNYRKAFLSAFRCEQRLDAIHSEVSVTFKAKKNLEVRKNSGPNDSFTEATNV
PTEN del growth = suppresses growth of cells with PTEN deletion. HCT116 PTEN-null viability, CellTiter-Glo, 60 h; stronger effect = lower value. viability, % at 10 µM. hit rate 1.2% among 140,000. AID 827;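 active = viability at or below a set limit, 4 SD under the median of all tested compounds, cut at about 3.7% in these data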;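 note: PTEN knockout HCT116 line with beta catenin targeted HCT116 as companion control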
Measles CPE = protection of cells from measles virus; Measles virus-infected cells, CPE protection, absorbance; protection (pct of control), % at 4 µM; hit rate 1.5% among 140,000; in the data active = protection mostly above about 24%, no sharp cut-off; inactive = mostly below about 26%; note: some compounds called inactive have numbers as strong as hits
Yeast life ext = extends the lifespan of yeast. S. cerevisiae growth with nicotinamide, OD615; deaD strain in restrictive glucose medium. inhibition of the nicotinamide effect, % at 10 µM. hit rate 0.68% among 130,000;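 active = inhibition above a set limit, placed 3 SD over the median of all compounds, cut at about 26% in these data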;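 note: 0% = nicotinamide-treated wells and 100% = cells grown without nicotinamide; some compounds called inactive have numbers as strong as hits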
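Assay system: engineered S. cerevisiae DeaD replicative-lifespan strain, galactose-grown log-phase cells; medium: restrictive CSMM-D dextrose medium; also added: nicotinamide, 1.5 mM, co-present with compound; schedule: 48 h compound exposure at 30 °C, humidified; detection: absorbance at 615 nm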
GALR2 blocker = blocks the human galanin receptor 2; GALR2-expressing cells, antagonist mode; inhibition, % at 4 µM; AID 828; hit rate 0.39% among 140,000; O43603; in the data active = inhibition above about 27%;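 note: cells stimulated with galanin 1-16 at roughly its EC80; 0% = agonist challenge control and 100% = basal control without agonist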
Target sequence (O43603 whole entry, looked up): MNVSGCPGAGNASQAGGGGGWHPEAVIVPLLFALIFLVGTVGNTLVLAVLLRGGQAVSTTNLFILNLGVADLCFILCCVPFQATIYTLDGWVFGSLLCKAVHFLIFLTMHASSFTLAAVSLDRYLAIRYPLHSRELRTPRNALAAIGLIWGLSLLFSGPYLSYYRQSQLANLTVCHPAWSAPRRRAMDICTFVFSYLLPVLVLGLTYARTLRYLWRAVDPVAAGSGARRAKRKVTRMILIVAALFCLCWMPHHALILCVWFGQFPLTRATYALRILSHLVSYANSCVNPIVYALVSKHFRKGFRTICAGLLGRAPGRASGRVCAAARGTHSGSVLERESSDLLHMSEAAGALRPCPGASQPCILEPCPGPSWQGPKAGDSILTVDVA
Phagocyt inh = blocks phagocytosis by macrophages. J774A.1 macrophage IgG-bead phagocytosis, imaging. inhibition, % at 5 µM. hit rate 0.07% among 110,000;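 active = inhibition above the mean of the plate negative controls plus 5 SD, cut at about 13% in these data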;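 note: phagocytic index as fraction of beads internalized from green versus red external bead signal; plate controls were DMSO negative control for no effect and cytochalasin-D positive control for full effect; some results beyond the cut were filed as inactive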
bCat KO growth = beta-catenin-lacking colon tumor cell growth suppression. HCT116 beta-catenin knockout viability, CellTiter-Glo, 60 h; stronger effect = lower value. viability, % at 10 µM. hit rate 1.5% among 140,000;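 active = viability at or under a set limit, the compound median less 4 SD, cut at about 6% in these data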;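 note: 0% = Hyamine 1622 control at 20 µM and 100% = untreated cell control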
MRP-1 activ = MRP-1 activation | H69AR cells + doxorubicin, viability rescue, CellTiter-Glo | viability increase, % at 10 µM | AID 799 | hit rate 0.61% among 140,000;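 active = viability gain under doxorubicin at or above a set limit, the compound median plus 3 SD, cut at about 4.7% in these data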;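 note: MRP-1 overexpressing cells given doxorubicin 25 µM after compound pretreatment; 18-22 h compound pretreatment then 72 h with doxorubicin before readout; 0% = doxorubicin-only wells and 100% = vehicle-treated cells without doxorubicin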
E-sel TNF inh = TNF alpha driven E-selectin expression inhibition. inhibition, % at 2 µM. hit rate 0.71% among 120,000. HUVEC TNFa-induced E-selectin immunofluorescence, high content;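 active = inhibition above the batch mean plus 3 SD, and confirmed as a hit on visual image review, cut at about 43% in these data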;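 note: 0% = TNF-stimulated DMSO wells and 100% = unstimulated control wells; not every result past the cut was called active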
BB579 growth dn = chemicals that inhibit yeast BB579 growth in restrictive medium (lifespan-shortening candidates); S. cerevisiae BB579 growth, OD615, 48 h; inhibition, % at 10 µM; hit rate 0.51% among 140,000;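 active = inhibition above a set limit, 3 SD over the mean compound inhibition, cut at about 44% in these data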; note: inactives centre near -24
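Test system: S. cerevisiae DeaD strain BB579 yeast; Medium: restrictive CSMM-D medium; Compound: one dose, 10 µM compound with 0.25% DMSO; Incubation: 4 h cell preincubation, 48 h compound exposure, 30 °C humidified; Signal: OD at 615 nm; Benchmarks: amphotericin B at 10 µg/mL as positive control.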
The depositor's hits bear a star; / = no result given. No enrichment for hits; any-hit rate near 6.1%.

SMILES | NPY Y2 blocker | PTEN del growth | Measles CPE | Yeast life ext | GALR2 blocker | Phagocyt inh | bCat KO growth | MRP-1 activ | E-sel TNF inh | BB579 growth dn
COc1cc(NC(=O)CSc2nc3ccccc3n2-c2ccccc2)c(C)cc1[N+](=O)[O-] | 5 | 80 | 8 | 1 | 7 | -2 | 83 | 0.4 | -10 | -55
CCn1c(SC(C)C(=O)NC2CCCc3ccccc32)nnc1-c1cccs1 (centres undefined) | 8 | 94 | 22 | -2 | -5 | 0 | 93 | -1.1 | -14 | 5
CCCCN(C)C(=O)c1c[nH]c2ccc(S(=O)(=O)N3CCOCC3)cc2c1=O | -2 | 95 | 16 | -3 | 3 | / | 89 | -1.2 | 11 | -27
COc1cc(C2=NOC(C(=O)N3CCCc4ccccc43)C2)cc(OC)c1OC (centres undefined) | 1 | 98 | / | -17 | -1 | -3 | 98 | -0.5 | 32 | -55
COc1ccccc1N1CCN(C(=O)CSc2nc(-c3ccco3)cc(C(F)(F)F)n2)CC1 | 9 | 73 | 4 | -7 | 7 | -1 | 84 | -2.4 | -17 | -3
N=c1sccn1CC(=O)Nc1cccc2ccccc12 | 4 | 99 | 23 | -3 | 8 | -2 | 93 | -2.0 | 11 | -55
CCOC(=O)N1CCN(c2ccc(Cl)cc2)CC1 | 1 | 99 | 4 | -4 | 10 | 7 | 98 | 2.0 | 9 | -13
Cc1cc(C)c(C#N)c(N2CCCC2)n1 | 0 | 103 | 6 | -18 | 7 | -1 | 108 | 0.7 | -19 | -44
C/C=C/CSc1nc2c(c(=O)[nH]c(=O)n2C)n1CCC | 1 | 111 | 21 | -10 | 2 | 0 | 99 | -0.7 | / | -21
CCOc1cc(S(=O)(=O)NC2CC2)c(OCC)cc1-n1cnnn1 | 4 | 109 | 13 | -7 | -7 | -1 | 92 | -0.5 | 6 | -17
CC(C)(O)/C=C1/Oc2ccccc2C1N1CCCCC1 (centres undefined) | 2 | 101 | 8 | -13 | 13 | 0 | 107 | -2.5 | -42 | -33
CCc1ccccc1NC(=O)c1cccc(NC(=O)/C=C/c2ccco2)c1 | 3 | 59 | 10 | -8 | 7 | -6 | 62 | -2.4 | / | 5
O=C(O)/C(=C1\OC(=O)c2ccccc21)c1ccccc1 | 1 | 94 | 9 | / | 0 | / | 91 | -1.5 | 5 | -21
Cc1ccccc1NC(=O)C1c2ccccc2Oc2ccccc21 | 7 | 78 | 11 | 2 | -2 | -4 | 79 | -3.1 | / | -30
Cc1cc(NC(=O)CCC(=O)N(CCc2ccccc2)C(C(=O)NC2CCCC2)c2ccco2)no1 (centres undefined) | 2 | 75 | 12 | -4 | -1 | -1 | 67 | -0.7 | 16 | 22
Oc1[nH]c2ccccc2c1/C=N/N1CCCCC1 | 4 | 90 | 16 | -8 | -1 | -2 | 81 | -1.3 | -17 | -11
COc1ccc(NC2C=CS(=O)(=O)C2)cc1 (centres undefined) | 6 | 88 | 7 | -2 | 4 | -1 | 96 | 0.1 | 8 | 7
O=C(Nc1cc(Cl)ccc1Oc1ccccc1)c1ccccc1F | 4 | 66 | 5 | -5 | -8 | -2 | 66 | 0.8 | -8 | -21
Clc1ccc(Nc2nc3ccccc3n3nnnc23)cc1 | 3 | 77 | 14 | -5 | -7 | -1 | 69 | -1.7 | 14 | -44
CCCCC(=O)Nc1cc(C)c2c(=O)oc3ccccc3c2n1 | 2 | 94 | 7 | -10 | -7 | / | 92 | -0.5 | -4 | -43
CC(=O)Nc1ccc(C(=O)OCC(=O)Nc2ccccc2Sc2ccccc2)cc1 | 5 | 83 | 9 | -1 | 9 | -4 | 96 | -1.6 | / | -49
CC1(C)CC(=O)C(C=NC(CCC(N)=O)C(=O)O)=C(O)C1 (centres undefined) | 0 | 98 | 2 | -16 | -10 | -1 | 101 | -1.9 | -12 | -23
Cc1c(N=C2SCC(=O)N2/N=C\c2ccc(Br)cc2)c(=O)n(-c2ccccc2)n1C | 0 | 87 | 9 | -3 | 3 | -7 | 85 | 0.6 | 15 | -8
C/C(=N/Nc1nc(-c2ccccc2)cc(-c2ccccc2)n1)c1ccc(N)cc1 | 4 | 61 | 5 | 2 | 1 | -7 | 81 | 2.9 | 9 | -40
CN1/C(=C\C=C2\N=C(c3ccc(F)cc3)OC2=O)C(C)(C)c2ccccc21 | 3 | 98 | 14 | -1 | -21 | / | 85 | -3.1 | 0 | -16
(more compounds)
SMILES | NPY Y2 blocker | PTEN del growth | Measles CPE | Yeast life ext | GALR2 blocker | Phagocyt inh | bCat KO growth | MRP-1 activ | E-sel TNF inh | BB579 growth dn
O=C(CSc1ccc2ccccc2c1)Nc1nc2ccccc2[nH]1 | 8 | 101 | 42* | -5 | 6 | / | 94 | -3.2 | 23 | -15
O=C(Cc1ccccc1)NCC(=O)OCC(=O)c1ccc(Cl)c([N+](=O)[O-])c1 | 0 | 101 | 7 | 4 | -2 | -6 | 87 | -1.7 | -17 | 14
Cc1ccc(CN(CC(=O)N/N=C/c2ccccc2[N+](=O)[O-])S(=O)(=O)c2ccc(C)cc2)cc1 | 6 | 80 | 7 | -2 | 5 | -2 | 83 | -3.9 | -56 | -9
Cc1ccc(C)c(NC(=O)CSc2n[nH]c(-c3ccncc3)n2)c1 | 7 | 103 | 7 | -12 | 20 | -1 | 107 | -0.5 | -5 | 14
CCOC(=O)C1C(=O)NC(SCC(N)=O)=C(C#N)C1c1ccccc1OCC (centres undefined) | 2 | 93 | 29 | -4 | -2 | 2 | 95 | -3.0 | -13 | -13
O=C(c1ccc(OCC2CCCO2)cc1)N1CCN(c2ccccc2)CC1 (centres undefined) | 2 | 88 | 6 | -7 | -3 | -2 | 96 | 0.2 | 3 | -39
Cc1ccc(NCc2nnc(SCC(=O)NCc3ccco3)n2CC2CCCO2)c(C)c1 (centres undefined) | -1 | 81 | 3 | -20 | -3 | -1 | 79 | -2.8 | 0 | -57
S=C(Nc1cccc(Cl)c1)N1CCN(Cc2ccccc2)CC1 | 1 | 88 | 20 | -2 | 3 | -3 | 97 | 0.0 | / | -30
CCn1c(SCC(=O)N2CCOCC2)nc(O)cc1=O | 2 | 102 | 19 | -3 | -7 | 0 | 103 | -1.7 | / | -35
C=CCn1c(SCC(=O)NC2CCCCC2)nnc1-c1sc(N)nc1C | 3 | 102 | 13 | -4 | -6 | -1 | 92 | -2.5 | 27 | -20
N#CC1=C(N)n2c(s/c(=C\c3cccs3)c2=O)=C(C#N)C1c1cccs1 (centres undefined) | 2 | 73 | 11 | 8 | 7 | -4 | 86 | -2.6 | / | -20
CN(C)CCCN1c2ccccc2Sc2ccc(C(F)(F)F)cc21 | 6 | 13 | 8 | 2 | 2 | / | 11 | -2.8 | / | -33
O=C(Nc1cc(C(F)(F)F)ccc1-n1cncn1)c1ccc(Cl)cc1 | 0 | 105 | 3 | -18 | 0 | -1 | 91 | -1.4 | -28 | -88
N#CC1=C(N)Oc2cc(N)ccc2C1C1CCCCC1 (centres undefined) | 1 | 25 | 6 | 9 | 0 | 2 | 29 | -4.3 | 11 | -23
CCOc1ccc(CCNC(=O)COC(=O)c2nc3nc(C)cc(C)n3n2)cc1OCC | 1 | 91 | 4 | -1 | -3 | -6 | 91 | 0.9 | / | -33
O=C(Nc1ccc(-c2nc3ccccc3o2)c(O)c1)c1cc(-n2cnnc2)ccc1Cl | 5 | 61 | 7 | -15 | -8 | -1 | 82 | 1.6 | -6 | -68
CC(C)(C#N)C(C)(C)c1nn[nH]n1 | 0 | 105 | 11 | -1 | 12 | 0 | 93 | 0.8 | / | -42
O=C(Cn1c(=O)n(Cc2ccco2)c(=O)c2cc(Cl)ccc21)NCC1CCCO1 (centres undefined) | 2 | 83 | 4 | -15 | -1 | 0 | 83 | 0.0 | 4 | -21
CCOc1ccc(CCNC(=O)C2CCN(c3nnc(-n4cccc4)s3)CC2)cc1 | 5 | 92 | 12 | -5 | 8 | 1 | 98 | -1.2 | / | -28
CC(C)(C)c1ccc(C(=O)c2c[nH]c(C(=O)NCCCN3CCOCC3)c2)cc1 | 4 | 60 | 4 | -13 | -3 | 0 | 49 | -2.8 | / | 14
Cc1ccccc1Cn1ccc(NC(=O)CCSc2nc(-c3ccco3)cc(C(F)(F)F)n2)n1 | 5 | 101 | 3 | -14 | -7 | -1 | 100 | -1.0 | 11 | -66
COc1ccc(OC)c(S(=O)(=O)N(C)CC(=O)O)c1 | 13 | 96 | 13 | -1 | 13 | -1 | 101 | -2.9 | -27 | -29
N#C/C(=C/c1ccc(-c2ccc(S(N)(=O)=O)cc2)o1)C(=O)Nc1ccccc1 | -5 | 80 | 4 | 1 | -3 | / | 72 | -6.3 | 12 | -28
NC(=O)C1CCN(C(=O)CSc2ccccn2)CC1 | -2 | 95 | 4 | -5 | -9 | -1 | 98 | -2.1 | -5 | -43
CSc1nc2sc3c(c2c(=O)[nH]1)CCCC3 | 3 | 100 | 31 | -15 | -13 | -2 | 96 | 0.4 | / | -49

Quoted at random: two compounds from above.
SMILES | NPY Y2 blocker | PTEN del growth | Measles CPE | Yeast life ext | GALR2 blocker | Phagocyt inh | bCat KO growth | MRP-1 activ | E-sel TNF inh | BB579 growth dn
CC(C)(C)c1ccc(C(=O)c2c[nH]c(C(=O)NCCCN3CCOCC3)c2)cc1 | 4 | 60 | 4 | -13 | -3 | 0 | 49 | -2.8 | / | 14
O=C(c1ccc(OCC2CCCO2)cc1)N1CCN(c2ccccc2)CC1 (centres undefined) | 2 | 88 | 6 | -7 | -3 | -2 | 96 | 0.2 | 3 | -39

Later entries.
SMILES | NPY Y2 blocker | PTEN del growth | Measles CPE | Yeast life ext | GALR2 blocker | Phagocyt inh | bCat KO growth | MRP-1 activ | E-sel TNF inh | BB579 growth dn
COc1ccccc1NC(=O)C1=C(C)NC(=O)NC1c1ccccc1F (centres undefined) | 0 | 89 | 18 | -9 | -7 | 0 | 96 | -0.2 | 3 | -42
O=C(Nc1nc(-c2nc3ccccc3s2)cs1)c1ccco1 | 10 | 79 | 49* | -6 | 11 | / | 83 | -4.1 | 1 | -42
COc1ccc(OCC(=O)N/N=C2\CCc3ccccc32)cc1 | 9 | 89 | 23 | -20 | -2 | -2 | 82 | -0.6 | 13 | -21
COc1ccc(-c2nnc(SCc3nnc(-c4cccs4)o3)n2CC2CCCO2)cc1 (centres undefined) | 3 | 90 | 25 | -1 | 2 | -3 | 83 | -1.8 | / | -35
Cc1cccc(OCC(=O)Nc2ccc(S(=O)(=O)N3CCN(C)CC3)cc2)c1 | 0 | 86 | 3 | / | 1 | / | 91 | 0.2 | -10 | -18
Cc1cc(=O)[nH]c(=S)n1-c1ccccc1 | 0 | 99 | 12 | -8 | 2 | / | 91 | -0.3 | 10 | -52
CCOc1ccccc1NC(=O)c1cccc2c1C(=O)N(CCOC)C2 | 8 | 93 | 12 | -10 | -1 | 0 | 105 | -1.2 | 5 | -21
COC(=O)C(NC(=O)c1ccccc1)(Nc1nc(C)cs1)C(F)(F)F (centres undefined) | -3 | 101 | 5 | 20 | 3 | 0 | 84 | -0.9 | 44 | -19
CC(NC(=O)c1ccc(N(C)C)cc1)C1CC2CCC1C2 (centres undefined) | 1 | 101 | 14 | 6 | 6 | 3 | 87 | 0.3 | -6 | -22

Screening results from PubChem BioAssay.
